Screens deposited in PubChem by several laboratories.
SIAE primary – human SIAE inhibitors, primary screen, biochemical, fluorescence polarization, FP-Rh probe, 1536-well HTS | Sialate O-acetylesterase (Homo sapiens), Q9HAT2 | SIAE FP-Rh probe binding | inhibition, % at 9.66 µM | 370,000 tested, 0.69% active | AID 1053197, 2014;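 active = inhibition above a cutoff: mean of compounds within the control limits plus 3 SD of those, cut at about 17% in these data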;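 also: 0% = plate median of compound wells and 100% = probe without SIAE protein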
TDP2 inh – human TDP2 enzyme inhibitors, primary screen, biochemical, epi absorbance, recombinant enzyme; Tyrosyl-DNA phosphodiesterase 2 (Homo sapiens), O95551; T5PNP hydrolysis, p-nitrophenol absorbance 415 nm; inhibition, % at 12.8 µM; 370,000 tested, 0.34% active; AID 720702, 2013;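 active = inhibition above the mean of all tested compounds plus 3 SD, set per campaign, cut at about 25% in these data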;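 also: 0% = DMSO with enzyme and 100% = buffer with substrate but no TDP2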
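Read-out basis: percent inhibition. System: recombinant human TDP2. Buffer or medium: Mg2+-containing Tris-HCl buffer, pH 7.5. Repeats: single replicate. Timing: reaction 2 h, 37 °C. Benchmarks: high control without enzyme, low control DMSO plus TDP2. Probe or stimulus: 5 mM T5PNP. Doses: 12.8 µM only. Measured by: epi absorbance of p-nitrophenol freed from T5PNP by hydrolysis.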
LEDGF integ inh – blockers of LEDGF/p75-dependent integrase strand transfer – biochemical, TR-FRET, high throughput, primary screen | HIV-1 integrase (with human LEDGF/p75) | TR-FRET IN-LEDGF/p75 DNA integration, Eu/Cy5 | inhibition, % at 3.7 µM | 370,000 tested, 0.64% active;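 active = inhibition above the screen-wide mean plus 3 SD, cut at about 13% in these data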;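 also: signal is the Cy5 over europium emission ratio at 671 and 618 nm; 0% = plate median of compound wells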
PRMT1 FP inh – PRMT1 methyltransferase inhibitors, primary screen, biochemical, fluorescence polarization; inhibition, % at 2.79 µM; AID 652257, 2013; recombinant PRMT1, activity-based probe fluorescence polarization; Protein arginine N-methyltransferase 1 (Homo sapiens), Q99873; 370,000 tested, 1.3% active;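 active = inhibition above about 21% made by adding two undisclosed values, limit read from the data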
Target sequence (Q99873 whole entry, looked up): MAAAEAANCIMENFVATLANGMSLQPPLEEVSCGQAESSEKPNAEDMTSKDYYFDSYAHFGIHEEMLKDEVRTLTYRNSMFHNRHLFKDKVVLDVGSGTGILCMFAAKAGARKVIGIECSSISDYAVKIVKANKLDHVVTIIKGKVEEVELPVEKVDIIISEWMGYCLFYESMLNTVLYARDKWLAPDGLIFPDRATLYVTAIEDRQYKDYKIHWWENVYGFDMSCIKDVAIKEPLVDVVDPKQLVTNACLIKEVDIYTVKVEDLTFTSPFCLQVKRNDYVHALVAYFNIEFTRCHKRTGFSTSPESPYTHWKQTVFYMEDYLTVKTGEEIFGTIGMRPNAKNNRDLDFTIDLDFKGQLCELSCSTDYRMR
MBD2 DNA inh – inhibitors of MBD2 binding to methylated DNA, primary screen, biochemical, TR-FRET, DNA-binding domain, human; MBD2 binding to methylated oligonucleotide; inhibition, % at 4.4 µM; 370,000 tested, 0.31% active; in the data active = inhibition above about 13%
Target sequence (Q9UBB5 whole entry, looked up, the tested form may be a part): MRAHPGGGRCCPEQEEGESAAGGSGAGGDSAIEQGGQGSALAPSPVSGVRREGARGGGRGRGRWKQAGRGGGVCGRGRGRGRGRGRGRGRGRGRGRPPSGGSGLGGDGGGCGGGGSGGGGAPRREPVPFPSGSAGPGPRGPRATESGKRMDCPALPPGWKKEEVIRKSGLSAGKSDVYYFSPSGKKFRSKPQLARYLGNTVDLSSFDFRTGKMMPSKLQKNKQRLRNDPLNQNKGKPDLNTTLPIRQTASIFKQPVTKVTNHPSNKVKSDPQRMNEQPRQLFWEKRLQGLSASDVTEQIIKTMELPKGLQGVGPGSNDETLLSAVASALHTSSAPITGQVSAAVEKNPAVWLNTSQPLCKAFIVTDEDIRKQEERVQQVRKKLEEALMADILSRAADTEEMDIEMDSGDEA
HTRA1 inhibitor – HTRA1 serine protease inhibitors, primary screen, biochemical, fluorescence polarization, HTS. AID 504803, 2011. recombinant HTRA1, FP-rhodamine activity-based probe. inhibition, % at 5.96 µM. Q92743. 340,000 tested, 0.5% active; in the data active = inhibition above about 36%;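 also: 0% = enzyme with DMSO and 100% = wells lacking enzyme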
rCAG RNA binder – binders of r(CAG) RNA repeats, primary screen, biochemical, fluorescence; r(CAG) RNA repeat, TO-PRO-1 dye displacement fluorescence; inhibition, % at 3 µM; 370,000 tested, 1.3% active; AID 651821, 2012;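 active = inhibition above the plate cutoff, the mean of all test compounds on that plate plus 3 SD, cut at about 35% in these data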;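 also: 0% = DMSO alone and 100% = 100 µM mitoxantrone as full dye displacement; higher means more dye released from RNA so lower well fluorescence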
GC-B act – human GC-B receptor activators, primary screen, HEK293 GC-B cells, cGMP TR-FRET, EC30 CNP | Atrial natriuretic peptide receptor 2 (Homo sapiens), P20594 | 0% at EC30 CNP, 100% saturating CNP | activation, % at 10 µM | 370,000 tested, 0.11% active | AID 1920062, 2024;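 active = activation at 10 µM reaching about 35% in either raw or pattern-adjusted values, limit read from the data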
ABHD4 inh – ABHD4 inhibitors, primary screen, biochemical, fluorescence polarization, mouse. 370,000 tested, 0.54% active. inhibition, % at 8.92 µM. (Lyso)-N-acylphosphatidylethanolamine lipase (Mus musculus), Q8VD66. purified mABHD4, FP-Rh probe fluorescence polarization;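 active = inhibition exceeding the mean over every tested compound plus 3 SD, cut at about 30% in these data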;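 also: 0% = plate median of compound wells and 100% = S159A mutant with DMSO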
Target sequence (Q8VD66 whole entry, looked up): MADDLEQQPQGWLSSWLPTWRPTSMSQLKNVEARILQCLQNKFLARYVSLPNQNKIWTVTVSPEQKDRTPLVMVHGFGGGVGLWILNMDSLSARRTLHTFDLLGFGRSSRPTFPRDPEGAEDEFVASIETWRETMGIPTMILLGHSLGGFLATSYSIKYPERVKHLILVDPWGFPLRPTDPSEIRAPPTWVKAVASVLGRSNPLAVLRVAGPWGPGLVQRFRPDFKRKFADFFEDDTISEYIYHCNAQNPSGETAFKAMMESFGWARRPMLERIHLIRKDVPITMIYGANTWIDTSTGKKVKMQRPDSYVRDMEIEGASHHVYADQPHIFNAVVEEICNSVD
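Test system: mABHD4 protein; Read-out basis: % inhibition; Incubation: 45 min + 60 min at 25 °C; Repeats: single replicate; Technique: fluorescence polarization with parallel and perpendicular emission, 525/598 nm; Compound: 8.92 µM, single dose; Benchmarks: full inhibition S159A mutant plus DMSO, zero as sample-well median.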
TCR CD3 inh – inhibitors of human TCR-CD3 interaction, primary screen, biochemical, fluorescence, TAMRA-labeled TCR probe; T-cell receptor (TCR); inhibition, % at 9.4 µM; 360,000 tested, 0.37% active; AID 651800, 2012; in the data active = inhibition above about 19%;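 also: recombinant mutant TCR 2C K166C tagged with TAMRA read by polarization; 0% = receptor in buffer alone and 100% = receptor with positive control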
* hit, by the source's call; · = not tested or not shown. Only part of the results is shown (hit frequency here may not be typical).

Each structure is followed by: SIAE primary | TDP2 inh | LEDGF integ inh | PRMT1 FP inh | MBD2 DNA inh | HTRA1 inhibitor | rCAG RNA binder | GC-B act | ABHD4 inh | TCR CD3 inh
1) COc1cc(Cn2c3ccc(NC(=O)CCc4ccccc4)cc3c(=O)n2C)ccc1F
  1 | 0 | 0 | 0 | -1 | · | 1 | 1 | 6 | -7
2) CN(C)c1cccc(C(=O)NNC(=O)/C=C/c2cccs2)c1
  2 | -6 | 1 | -1 | -4 | 7 | 5 | 3 | 1 | 7
3) O=C(NCc1ccc2c(c1)OCO2)C1CC(=O)N(c2ccc(F)cc2)C1 (stereo unspecified)
  2 | -4 | 2 | 2 | 4 | 5 | -2 | 8 | 5 | -5
4) O=C(NCCN1CCCC1)C1CC(=O)N(C2CCCCC2)C1 (stereo unspecified)
  4 | 4 | 26* | -3 | -8 | -1 | 3 | -8 | -6 | 6
5) Cc1ccc(-c2csc3ncnc(SCC(=O)Nc4nnc(C)s4)c23)cc1
  -16 | -1 | -3 | -2 | -2 | -3 | 3 | 0 | 3 | 3
6) Cc1c(/C=N/n2cnnc2)c2ccccc2n1C
  -3 | 0 | -2 | 1 | 3 | 7 | -2 | -1 | -1 | -3
7) COC(=O)c1cc(NC(=O)CN2CCN(C(C)=O)CC2)cc(C(=O)OC)c1
  3 | -4 | -4 | 1 | 1 | 8 | -7 | -3 | 4 | -2
8) O=C(CSc1nccc(=O)[nH]1)N1N=C2/C(=C/c3ccco3)CCCC2C1c1ccco1 (stereo unspecified)
  16 | -4 | 37* | 13 | 10 | 6 | 27 | -4 | 10 | 9
9) Cc1ccc(N2C(=O)N(CC(=O)Nc3ccc(C)c(C)c3)C(=O)C2C)cc1 (stereo unspecified)
  -6 | 3 | 2 | -1 | 2 | -13 | -2 | -4 | 0 | 2
10) Cc1ccc2c(c1)N(C(=O)CCC(=O)N1CCc3ccccc3C1)CCO2
  -3 | -15 | 1 | -1 | 3 | 0 | -3 | -2 | -2 | 2
11) CC(=O)NC1(C(F)(F)F)C(=O)NC(C)=C1C#N (stereo unspecified)
  -1 | 3 | 2 | -2 | 3 | 7 | -2 | 3 | 4 | 0
12) CN1CCN(c2ccc(CNC(=O)C3(C)Cc4c(-c5ccccc5)ccnc4O3)cc2)CC1 (stereo unspecified)
  0 | 2 | -3 | 2 | 4 | · | -2 | -6 | -3 | -1
13) O=C(NNC(=S)Nc1ccc(Br)cc1)c1ccccc1
  2 | -12 | 0 | -5 | -3 | -3 | 8 | -1 | 10 | 2
14) COc1ccc(NC(=O)Nc2ccccn2)cc1OC
  7 | 5 | -1 | 4 | 3 | 5 | -2 | -1 | 4 | -5
15) O=C(NCc1ccc(OC(F)(F)F)cc1)c1cccc2c1C(=O)c1ccc(N3CCC(Cc4ccccc4)CC3)cc1S2(=O)=O
  2 | 6 | -1 | 0 | 1 | -6 | 6 | 1 | 3 | 7
16) Cc1cccc(N2CCN(C(c3cccs3)c3nnnn3C(C)(C)C)CC2)c1C (stereo unspecified)
  7 | 11 | -2 | 0 | 1 | 2 | -3 | 0 | 5 | -3
17) O=C1C(=Cc2ccncc2)CCCc2ccccc21
  6 | -8 | -5 | 5 | -1 | 4 | -1 | -1 | 5 | -2
18) O=C(OCc1cn(Cc2cccc(Cl)c2)nn1)N1CCOCC1
  -1 | 9 | -3 | 4 | 4 | · | 1 | 0 | 3 | ·
19) O=C(CNC(=O)c1ccccc1)N/N=C/c1cccs1
  6 | 10 | 2 | 2 | 2 | -1 | 0 | -1 | 1 | 5
20) CCOC(=O)c1ccc(-c2ccc3oc(-c4ccsc4)cc(=O)c3c2)cc1F
  -8 | -21 | -1 | -2 | 1 | -9 | 4 | 3 | -7 | 7
21) COc1ccc2nc(-c3ccc(Cl)cc3)cc(C(=O)O)c2c1
  -2 | 14 | 1 | 2 | 1 | -2 | 15 | -8 | -6 | -4
22) N#C/C(=C\c1ccc(OCC(N)=O)cc1)S(=O)(=O)c1ccccc1
  0 | -6 | 3 | -2 | -1 | -1 | -2 | -2 | -4 | -5
23) COc1ccc(Nc2nc(-c3ccccc3)c3ccccc3n2)cc1
  -2 | 5 | 3 | 1 | -4 | 4 | 3 | 2 | 2 | 4
24) COC(=O)C1CCN(C(=O)c2cc(-c3ccc(Cl)s3)nc3ccccc23)CC1
  -14 | -10 | 3 | -9 | 2 | -41 | -1 | 8 | -19 | -1
25) CC(C)C(=O)Nc1ccc(NC(=O)c2ccc([N+](=O)[O-])cc2Cl)cc1
  2 | -3 | 6 | -5 | 4 | -1 | -2 | 0 | -1 | 5
26) Cc1nc(-c2nc(-c3c(C(=O)NNC(=O)c4ccc(Cl)cc4)noc3C)cs2)cs1
  2 | 10 | -1 | -5 | 2 | 3 | 6 | -5 | -4 | -4
27) Clc1ccccc1C1=CC(c2ccco2)n2ncnc2N1 (stereo unspecified)
  -8 | -12 | -3 | 1 | 4 | -3 | -2 | -13 | -12 | 2
28) C=Cc1ccc(CSc2cc(C)nc3nc(C)nn23)cc1
  -4 | -2 | 1 | 7 | 7 | -9 | 4 | 4 | -3 | -7
29) Cc1ccc(/C=C/C(=O)O)cc1S(=O)(=O)N1CCCc2ccccc21
  1 | -10 | 7 | -2 | -1 | -8 | 11 | 1 | -3 | 4
30) CCOC(=O)C1=C(C)NC2=C(C(=O)CC(C)(C)C2)C1c1coc2ccccc2c1=O (stereo unspecified)
  8 | -7 | -3 | 0 | -4 | -3 | -5 | -16 | 2 | 3

Of the compounds above, these contain a cyano group.
Each structure is followed by: SIAE primary | TDP2 inh | LEDGF integ inh | PRMT1 FP inh | MBD2 DNA inh | HTRA1 inhibitor | rCAG RNA binder | GC-B act | ABHD4 inh | TCR CD3 inh
11) CC(=O)NC1(C(F)(F)F)C(=O)NC(C)=C1C#N (stereo unspecified)
  -1 | 3 | 2 | -2 | 3 | 7 | -2 | 3 | 4 | 0
22) N#C/C(=C\c1ccc(OCC(N)=O)cc1)S(=O)(=O)c1ccccc1
  0 | -6 | 3 | -2 | -1 | -1 | -2 | -2 | -4 | -5

2 entries from above, set out differently:
item	Molecule	SIAE primary	TDP2 inh	LEDGF integ inh	PRMT1 FP inh	MBD2 DNA inh	HTRA1 inhibitor	rCAG RNA binder	GC-B act	ABHD4 inh	TCR CD3 inh
2	CN(C)c1cccc(C(=O)NNC(=O)/C=C/c2cccs2)c1	2	-6	1	-1	-4	7	5	3	1	7
3	O=C(NCc1ccc2c(c1)OCO2)C1CC(=O)N(c2ccc(F)cc2)C1 (stereo unspecified)	2	-4	2	2	4	5	-2	8	5	-5

(listing goes on)
Each structure is followed by: SIAE primary | TDP2 inh | LEDGF integ inh | PRMT1 FP inh | MBD2 DNA inh | HTRA1 inhibitor | rCAG RNA binder | GC-B act | ABHD4 inh | TCR CD3 inh
31) CC(C)CCn1c(C(C)O)nc2ccccc21 (stereo unspecified)
  -2 | -2 | 1 | -1 | 3 | 0 | 1 | 1 | 2 | -3
32) Fc1ccc(-c2nnsc2Sc2ccccn2)cc1
  2 | 10 | 3 | -2 | -1 | 1 | 4 | -4 | -1 | 7
33) COC(=O)c1cccc(NC(=S)N2CCN(c3ccccc3F)CC2)c1
  -4 | 7 | 1 | -2 | 3 | 0 | 0 | 0 | -4 | 3
34) O=C(CSc1nnc(COc2ccc(Cl)cc2)o1)N1CCN(c2ccccc2)CC1
  -8 | -5 | -3 | 5 | -2 | -7 | 0 | 2 | 0 | -7
35) O=C(Nc1ncc(Cc2ccccc2)s1)c1cccs1
  -11 | -6 | 4 | 2 | -3 | -54 | 0 | 2 | -9 | -5
36) CCCCC(=O)Nc1ccc(NC(=O)CCCC)nc1
  0 | -1 | 2 | -2 | 1 | 4 | -4 | 3 | -5 | 3
37) CCc1ccc(OCC(=O)NCC(c2ccc(Cl)cc2)N2CCCCC2)cc1 (stereo unspecified)
  9 | 1 | 0 | -5 | 3 | -19 | -7 | -9 | -1 | 6
38) CCCN(CCC)CCCNC(=O)C(NS(=O)(=O)c1ccc2c(c1)CCC(=O)N2)c1ccccc1 (stereo unspecified)
  -6 | -10 | 3 | 2 | -2 | 5 | -3 | 7 | 1 | 4
39) NC(=O)C1CCN(C(=O)c2cnn(-c3ccccc3)c2NC(=O)c2ccco2)CC1
  2 | -3 | 0 | -2 | -2 | 0 | -4 | 5 | 3 | 6
40) COc1ccc(N=C2C=CC(=O)O2)cc1
  1 | 9 | 3 | 48* | -3 | -1 | 3 | -5 | 5 | 3
41) COc1ccc(CN[C@@H]2CC[C@@]34CCCN3C(=O)CCC[C@H]4C2)cc1OC
  3 | 10 | 3 | 0 | -6 | · | · | -1 | 1 | ·
42) CSCCNC(=O)C1(C)CCN1C(=O)CCc1ccccc1 (stereo unspecified)
  -1 | 5 | 1 | 1 | -2 | · | 0 | 7 | 0 | -4
43) O=C1CC(N2CCCc3ccccc32)C(=O)N1c1ccccc1Cl (stereo unspecified)
  -7 | -4 | -1 | 1 | -3 | -1 | 3 | -5 | -1 | 3
44) O=S(=O)(Cc1cnc(Cl)s1)c1ccccc1
  10 | 7 | 2 | -2 | -3 | 5 | -1 | -2 | -1 | 1
45) Cc1cccc(NC(=O)CSCc2c(C)noc2C)c1C
  -2 | -10 | -4 | 0 | 1 | 5 | -2 | 5 | -4 | 8
46) CCOC(=O)C1CCCN(C2=NC(=O)/C(=C/c3ccc(O)c(OCC)c3)S2)C1 (stereo unspecified)
  -7 | -1 | 0 | 0 | -4 | 5 | -4 | 0 | -3 | 3
47) CCn1c(SCC(=O)NC(=O)NCc2ccco2)nc2sc(C)c(C)c2c1=O
  0 | 3 | 7 | 12 | 1 | -5 | 17 | -7 | 3 | 14
48) COP(=O)(O)CCOCCC(CC(C)C)NC(=O)OCc1ccccc1 (stereo unspecified)
  1 | -6 | -6 | 3 | 4 | · | 5 | 3 | 1 | ·
49) CN(Cc1ccccc1)C(=O)Cn1nnc(-c2ccccc2)c1COc1ccccc1
  0 | 2 | -2 | 1 | -2 | · | 1 | 1 | -3 | -5
50) Cc1ccc(CNC(=O)C2CCN(S(=O)(=O)c3ccc4c(c3)CC(C)N4C(=O)C3CC3)CC2)cc1 (stereo unspecified)
  2 | 3 | -1 | 3 | 3 | -1 | 4 | 0 | 5 | -1
51) CCOc1ccccc1NC(=S)N1CCCCCC1
  10 | 16 | 0 | -2 | -4 | 2 | -4 | 16 | -5 | 0
52) Cc1ccc(S(=O)(=O)N(Cc2ccccc2)c2ccccc2C(=O)Nc2ccccc2C(=O)NCc2ccco2)cc1
  -13 | -7 | 5 | -1 | 3 | -55 | 10 | -6 | -20 | 0
